S3 lipid droplet: qHTS Assay for Lipid Storage Modulators in Drosophila S3 Cells | Drosophila S3 cells, BODIPY lipid droplet fluorescence, 18-24 h; cells fed with added oleic acid | lipid storage change, negative = inhibition, % at the top dose, mostly 46.1 µM; hits show Potency in µM | hit rate 0.64% among 320,000; active = well fitted inhibition curve with a large enough effect in the signal ratio, with a control signal flat, not every such curve was filed as active; inconclusive = small, poorly fitted or top-dose-only effect, or effect the other way, or a change in a side signal; the % refers to the signal ratio
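Laser-scanning cytometry quantifies lipid droplet accumulation (500–530 nm total intensity; droplet/cell object ratio) in oleic acid-fed (400 uM added) Drosophila S3 cells treated with a concentration series. 20 uM Triacsin C defined 100% inhibition.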
S3 lipid droplet cell count max: also measured in S3 lipid droplet; calls as there; cell number change, %; measured here: cell count max response;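 cells counted by Cell Tracker Red CMTPX staining in the red channel; peak over a dose series mostly up to 46.1 µM; percent activity relative to internal control wells on each plate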
* hit, by the source's call; i = inactive; ? = inconclusive; . = not tested or not shown; [ ] = another dose, or the depositor's remark. % is scaled to controls: 0 for no effect and ±100 for the full control effect; potency is read from the fitted curve at half-maximal effect. An excerpt (hit frequency here may not be typical).

SMILES | S3 lipid droplet | S3 lipid droplet cell count max
C/C=C/c1ccc(Oc2nnnn2-c2ccc(C(=O)O)cc2)c(OC)c1 | 5% | 13
OCC[C@@H]1C[C@H](O)[C@@H](O)[C@]2(OCCc3ccccc32)O1 | ? | .
Cc1ccc(NC(=O)CSc2nnnn2-c2ccc3c(c2)OCO3)cc1C | ? | .
CC(C)(C)OC(=O)N1CCN(C(=O)c2[nH]cnc2C(=O)Nc2cccc(Cl)c2)CC1 | ? | .
Cc1cccn2c(=O)c(/C=C(\C#N)C(=O)NCc3ccco3)c(N3CCC(C(N)=O)CC3)nc12 | 15% | -1
O=C(Nc1ccc(F)cc1)c1csc(Cc2ccccc2)n1 | 15% | .
Cc1c(C)n(CCCN(C)C)c2ncnc(Nc3ccccc3)c12 | ? | .
COc1ccc(NC(=S)NNC(=O)c2cccs2)cc1 | ? | .
O=C(CN1CCC(C(=O)c2ccc(Cl)cc2)CC1)Nc1ccc2c(c1)OCCO2 | ? | .
CS(=O)(=O)N(CC(=O)N/N=C/c1cc2c(cc1Br)OCO2)c1ccccc1Br | -21% | -4
O=C(NCc1ccccc1)C1=C[C@H](C2CC2)C[C@H](OCc2ccc(CO)cc2)O1 | 10% | 10
O=C(CNc1ccc(Br)cc1)c1ccc(O)cc1 | 7% | -3
CCOC(=O)c1csc(NC(=O)C2CCCCC2)n1 | 24% | 4
O=C(Nc1cccc(-c2nc3ccccc3s2)c1)c1cccs1 | 7% | -16
COc1ccc(N2C(=O)CC(c3ccccc3)C2=O)cc1 (centres undefined) | ? | .
CCc1ccc(N2CN(Cc3ccco3)CNC2=S)cc1 | 13% | 6
O=NNc1nc2ccccc2n1Cc1ccccc1 | ? | .
CSc1ccc(CN2CCC(N3CC(C)OC(C)C3)CC2)cc1 (centres undefined) | ? | .
CC(C)(C)c1ccc(C(=O)Nc2ccc(O)c3c(=O)cc(-c4cccc(Cl)c4)oc23)cc1 | ? | .
O=C(c1nn2c(C(F)(F)F)cc(-c3ccc(F)cc3)nc2c1Cl)N1CCOCC1 | ? | .
CCOC(=O)C1=C(C)NC(=O)NC1c1cc(Br)c(O)c(OC)c1 (centres undefined) | ? | .
O=C(c1ccco1)N1CCN(C(c2cccs2)c2nnnn2C2CCCC2)CC1 (centres undefined) | i | .
Brc1cc(Br)cc(CN2CCSCC2)c1 | 8% | 4
Cc1csc2c(N3CCC(C(=O)O)CC3)ncnc12 | ? | .
Cc1ccc(S(=O)(=O)c2nc(-c3ccccc3)oc2NCc2cccnc2)cc1 | ? | .
(further entries)
SMILES | S3 lipid droplet | S3 lipid droplet cell count max
Cc1ccc(OCCC(=O)NCCc2ccc(S(N)(=O)=O)cc2)cc1 | -4% | 3
COc1ccc(S(=O)(=O)N2CCN(CC3CC=CCC3)CC2)cc1 (centres undefined) | ? | .
CCN(CC)S(=O)(=O)c1cccc(-c2nnc(SCc3nnc(-c4cccs4)o3)n2N)c1 | ? | .
CC1CCCC(NC(=O)CCS(=O)(=O)c2cc3c(cc2Cl)NC(=O)CO3)C1C (centres undefined) | 22% | 22
Cc1cc(S(=O)(=O)N(Cc2ccccc2Cl)c2ccc3c(c2)CCC3)ccc1-n1cnnn1 | ? | .
C=CCn1c(O)c(N=NC(=O)OC(C)(C)C)c2ccccc21 | 10% | .
COc1cc(C(O)CO)ccc1OS(=O)(=O)O (centres undefined) | -14% | -20
Fc1ccc(NC(=S)N/N=C/c2ccc(F)c(F)c2)c(F)c1 | i | .
Cc1cc(C)cc(Oc2coc3c(CN(C)C)c(O)ccc3c2=O)c1 | 3% | 5
O=[N+]([O-])c1ccc(CSc2nnc3ccccn23)cc1 | ? | .
COc1cccc2cc(C(C)N(CCCN3CCOCC3)C(=S)Nc3ccccc3C)oc12 (centres undefined) | ? | .
O=C(CSc1nnc(C2COc3ccccc3O2)o1)N1CCN(c2ccccc2)CC1 (centres undefined) | 8% | .
Clc1ccc(-c2nnc(C34CC5CC(CC(C5)C3)C4)o2)cn1 | i | -3
Cc1csc(N/N=C\c2cccnc2)n1 | 2% | 11
CCCCC(=O)Nc1cccc(NC(=O)c2ccc3c(c2)OCO3)c1 | ? | .
O=C(Cc1cccs1)NC1(C(=O)NC2CCCC2)CCCCC1 | ? | .
COc1ccc(/C=C\C(=O)NCC(=O)N/N=C/c2cccc(OC)c2O)cc1 | ? | .
COc1ccc(-c2sc3ccc(OC)cc3c2C#CCCO)cc1 | -6% | -5
COc1cccc(NC(=O)NNS(=O)(=O)c2ccc(OC)cc2OC)c1 | -1% | 23
CC1(C)Cc2cccc(C(=O)Nc3ccncc3)c2O1 | 6% | 3
CC(OC(=O)c1ccccn1)C(=O)Nc1ccc2c(c1)OCCO2 (centres undefined) | ? | .
O=C(Nc1ccc(Cl)cc1)c1nc[nH]c1C(=O)NCc1ccccc1 | ? | .
Cc1cccc(CSc2ncnc3ccccc23)c1 | ? | .
COCC(=O)OCC(=O)Nc1ccccc1-c1ccccc1 | ? | .
CCOC(=O)C1=C(C)Nc2ccccc2N/C1=N\S(=O)(=O)c1ccc(Cl)cc1 | ? | .
Additional records:
SMILES | S3 lipid droplet | S3 lipid droplet cell count max
O=C(Cn1cnc2c(nnn2Cc2ccc(Cl)cc2)c1=O)c1ccccc1 | 1% | 0
Cc1c(C(=O)NCc2cccnc2)sc2ncn(CC(=O)N3CCCCC3C)c(=O)c12 (centres undefined) | i | .
Cc1ccc(C(=O)N2CCOCC2)cc1S(=O)(=O)Nc1cccc(C)c1C | ? | .
COc1ccc(CC(=O)N2CCN(c3ccccc3)CC2)cc1 | i | -10
CCOC(=O)C(Cc1ccc(O)cc1)NC(=O)CCc1c[nH]c2ccccc12 (centres undefined) | i | 7
CC(=O)c1sc(NC(=O)c2cccc3ccccc23)nc1C | ? | .
O=C(CSc1nc2ccccc2[nH]1)Nc1ccc(N2CCOCC2)cc1 | ? | .
O=C1COc2ccc(C(=O)COC(=O)Cc3ccc(Cl)cc3)cc2N1 | i | 20
C(=N\n1cnnc1)/c1ccc2c(c1)OCO2 | 4%[9.22 µM] | 14
Cc1ccc(SCc2cc(=O)[nH]c(/N=C(\N)Nc3ccccc3Sc3ccccc3)n2)cc1 | 8% | -10
CCn1c(=O)c2c(n3c(=S)[nH]nc13)-c1ccccc1CC21CCCCC1 | 6% | -15
CC1CN(C(=O)CCC(=O)NCc2ccc(Cl)cc2)c2ccccc2S1 (centres undefined) | -22% | -3
Cc1ccccc1NC(=O)c1ccccc1NS(=O)(=O)c1cccc2cccnc12 | ? | .
Cc1ccc([C@@H]2CC=C(C(=O)O)CN2S(=O)(=O)c2ccccc2C)cc1 | ? | .
CN(CC(=O)NCc1ccccn1)S(=O)(=O)c1ccc(Br)cc1 | -13% | -9
CCn1c(SCC(=O)N2CCC(C(N)=O)(N3CCCCC3)CC2)nnc1-c1ccccc1 | 1% | 25
COc1ccc(-c2cnn3c4c(c(C)nc23)CCN4C(C)C)cc1OC | i | .
Cc1ccc(NC(=O)C2OCCc3ccccc32)cc1Cl (centres undefined) | ? | .
Fc1ccccc1NC(=S)NCCc1ccccc1 | -1% | 7
COc1cccc(CN(C)Cc2nc(C3CC3)no2)c1 | 10% | .
CNC(=S)N(CCc1c(C)[nH]c2ccc(Cl)cc12)Cc1cccs1 | ? | .
Cc1c(C(=O)NCc2ccccn2)oc2ccc(Br)cc12 | ? | .
CCOC(=O)c1[nH]c(C)c(C(=O)OCC(=O)NC(C)c2ccc(F)cc2)c1C (centres undefined) | ? | .
CCN(CC(=O)Nc1ccc2c(c1)OCCO2)C(=O)c1cccc(OCC(C)C)c1 | ? | .
Cc1cc(C(=O)COc2cccnc2[N+](=O)[O-])c(C)n1-c1ccccc1 | ? | .
Next section:
SMILES | S3 lipid droplet | S3 lipid droplet cell count max
O=C(/C=C/c1ccco1)Nc1ccc(-c2nc3ccccc3[nH]2)cc1 | ? | .
COc1ccccc1-n1c(=O)[nH]c2c(C(N)=O)nc(C3CCCCC3)nc21 | ? | .
c1ccc(-n2nnnc2SCc2cccc3nsnc23)cc1 | ? | .
COc1ccc(OC)c(Nc2nc(-c3ccccc3O)nc3ccccc23)c1 | ? | .
COc1cc(NC(=O)CCNC(=O)Cn2cnc3sc4c(c3c2=O)CCCC4)cc(OC)c1OC | -28% | 9
C/C(=N\Nc1ccc(C(F)(F)F)cc1[N+](=O)[O-])C(C)C | ? | .
Cc1ccccc1N(C(=O)CCC(=O)Nc1ccccn1)C(C(=O)NC(C)C)c1ccc(O)cc1 (centres undefined) | ? | .
COc1ccc(Cn2c(C3CC3)nc3ccc(NC(=O)C4CC4)cc3c2=O)cc1 | 10% | -8
CC(=O)NC(CCS(C)(=O)=O)C(=O)Nc1ccc(Oc2ccccc2)cc1 (centres undefined) | 6% | 1
COc1ccccc1CNC(=O)C1CC(c2ccccc2C(F)(F)F)=NO1 (centres undefined) | 7% | -6
O=C(Nc1cscc1S(=O)(=O)c1ccc(Cl)cc1)c1ccccc1Cl | ? | .
COc1ccc(C(=O)N(CCc2ccccc2)Cc2cccs2)c(OC)c1 | 13µM* | -11*
CC(C)CNC(=O)c1cccc(Cn2cc(Cl)cn2)c1 | ? | .
COc1ccc(CC(=O)N/N=C/c2cccnc2)cc1OC | i | .
CCC(C)c1ccccc1NC(=O)COC(=O)c1ccc2c(c1)S(=O)(=O)c1ccccc1C2=O (centres undefined) | 23% | .
CC(=O)NS(=O)(=O)c1ccc(NC(=O)CCc2ccccc2)cc1 | ? | .
CN1c2ccccc2C(C)(C)C12C=Cc1cc(O)ccc1O2 (centres undefined) | ? | .
CC1CC(C)CN(S(=O)(=O)N2CCCC(C(=O)NC3CCCCC3C)C2)C1 (centres undefined) | ? | .
Cc1noc(C)c1S(=O)(=O)Nc1ccc(C(=O)N2CCN(c3ccc(F)cc3)CC2)cc1 | -1% | 11
Cc1ccc(S(=O)(=O)N2CCOC23CCN(C(=O)C(=O)NCc2ccccc2)CC3)cc1 | 18% | 13
COC(=O)C1=C(C)N(CCc2c[nH]c3ccccc23)C(=O)/C1=C\N(C)C | ? | .
CC(C)Cc1ccc(C(=O)NCc2ccc3c(c2)OCO3)o1 | ? | .
Cc1cc(C)cc(OCCNC(=O)C(C)N2C(=O)c3ccccc3C2=O)c1 (centres undefined) | ? | .
O=C(O)C1CSC(c2ccncc2)N1 (centres undefined) | ? | .
COc1ccc(-c2ccc(SCC(=O)c3ccccc3)nn2)cc1OC | ? | .

An excerpt of these results, with each value named.
Cc1ccc(NC(=O)C2OCCc3ccccc32)cc1Cl (centres undefined)
  S3 lipid droplet: ?
  S3 lipid droplet cell count max: .

Fc1ccccc1NC(=S)NCCc1ccccc1
  S3 lipid droplet: -1%
  S3 lipid droplet cell count max: 7

Additional results
SMILES | S3 lipid droplet | S3 lipid droplet cell count max
CCOC(=O)c1cnc(SCc2cccc(C)c2)nc1N | ? | .
COc1ccc(/C=N\NC(=O)c2ccc([N+](=O)[O-])cc2)cc1COc1c(F)c(F)cc(F)c1F | i | -25
N=c1n(CCN2CCCCC2)c2ccccc2n1CC(O)c1cccc(Br)c1 (centres undefined) | ? | .
Cc1nn(C)c(C)c1S(=O)(=O)N(CC(=O)NCc1ccco1)c1ccc(C(C)C)cc1 | 6% | 6
O=C(COC(=O)CCC1CCCC1)Nc1ccccc1Br | -21% | -17
O=C(Nc1ccc2nc3n(c(=O)c2c1)CCCCC3)C(=O)N1CCN(c2ccccc2)CC1 | -1% | 2
COc1cc(/C=C2\C(=O)NN(c3ccccc3)C2=O)ccc1OCC(N)=O | ? | .
Cc1cc2cc(OCc3ccccc3)ccc2n1C | 3% | 18
CCN1CCN(c2nc3sc4c(c3c3ncnn23)CC(C)CC4)CC1 (centres undefined) | ? | .
O=C(Cc1ccc([N+](=O)[O-])cc1)Nc1ccc(Br)cn1 | 13% | 6
NC(=O)C[n+]1cccc(C(=O)Nc2ccccc2)c1 | i | -1
COCC(=O)OCn1nnc2ccccc2c1=O | 0% | -11
COc1ccc(N/C=C(\C2OC(=O)c3ccccc32)[N+](=O)[O-])cc1 (centres undefined) | 5% | 2
Cc1cccc(OCC(=O)Nc2nnc(-c3ccco3)s2)c1 | 11% | 17

Structures listed so far with a Cl atom:
SMILES | S3 lipid droplet | S3 lipid droplet cell count max
CC(C)(C)OC(=O)N1CCN(C(=O)c2[nH]cnc2C(=O)Nc2cccc(Cl)c2)CC1 | ? | .
O=C(CN1CCC(C(=O)c2ccc(Cl)cc2)CC1)Nc1ccc2c(c1)OCCO2 | ? | .
CC(C)(C)c1ccc(C(=O)Nc2ccc(O)c3c(=O)cc(-c4cccc(Cl)c4)oc23)cc1 | ? | .
O=C(c1nn2c(C(F)(F)F)cc(-c3ccc(F)cc3)nc2c1Cl)N1CCOCC1 | ? | .
CC1CCCC(NC(=O)CCS(=O)(=O)c2cc3c(cc2Cl)NC(=O)CO3)C1C (centres undefined) | 22% | 22
Cc1cc(S(=O)(=O)N(Cc2ccccc2Cl)c2ccc3c(c2)CCC3)ccc1-n1cnnn1 | ? | .
Clc1ccc(-c2nnc(C34CC5CC(CC(C5)C3)C4)o2)cn1 | i | -3
O=C(Nc1ccc(Cl)cc1)c1nc[nH]c1C(=O)NCc1ccccc1 | ? | .
CCOC(=O)C1=C(C)Nc2ccccc2N/C1=N\S(=O)(=O)c1ccc(Cl)cc1 | ? | .
O=C(Cn1cnc2c(nnn2Cc2ccc(Cl)cc2)c1=O)c1ccccc1 | 1% | 0
O=C1COc2ccc(C(=O)COC(=O)Cc3ccc(Cl)cc3)cc2N1 | i | 20
CC1CN(C(=O)CCC(=O)NCc2ccc(Cl)cc2)c2ccccc2S1 (centres undefined) | -22% | -3
Cc1ccc(NC(=O)C2OCCc3ccccc32)cc1Cl (centres undefined) | ? | .
CNC(=S)N(CCc1c(C)[nH]c2ccc(Cl)cc12)Cc1cccs1 | ? | .
O=C(Nc1cscc1S(=O)(=O)c1ccc(Cl)cc1)c1ccccc1Cl | ? | .
CC(C)CNC(=O)c1cccc(Cn2cc(Cl)cn2)c1 | ? | .
